# D1 antag: antagonists of human D1 dopamine receptor; activity change, negative = inhibition, % at 10 µM; 360,000 tested, 3.2% active; HEK293 TREx D1 cells, calcium flux, dopamine EC80; hits give low values; AID 504652; in the data active = activity change below about -30%; note: % is set by controls: 0 for no effect and ±100 for the full control effect
#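 Antagonism measured as reduced calcium response to an EC80 dopamine addition following 180 s compound pre-read; cells were inducible HEK293 Trex D1 plated overnight at 30 C, read kinetically at 1 cycle/sec.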
# RXFP1 antagonist: antagonists of human relaxin receptor RXFP1. 350,000 tested, 0.59% active. HEK293-RXFP1, relaxin-stimulated cAMP HTRF, 30 min; hits give low values. activity change, negative = inhibition, % at 57.5 µM;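 active = activity change of -60% or lower, but not beyond a set lower limit; inconclusive = change between -60% and -40%, or beyond the set limit; inactive = change above -40%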; note: % is set by controls: 0 for no effect and ±100 for the full control effect
# Target sequence (Q9HBX9 whole entry, looked up): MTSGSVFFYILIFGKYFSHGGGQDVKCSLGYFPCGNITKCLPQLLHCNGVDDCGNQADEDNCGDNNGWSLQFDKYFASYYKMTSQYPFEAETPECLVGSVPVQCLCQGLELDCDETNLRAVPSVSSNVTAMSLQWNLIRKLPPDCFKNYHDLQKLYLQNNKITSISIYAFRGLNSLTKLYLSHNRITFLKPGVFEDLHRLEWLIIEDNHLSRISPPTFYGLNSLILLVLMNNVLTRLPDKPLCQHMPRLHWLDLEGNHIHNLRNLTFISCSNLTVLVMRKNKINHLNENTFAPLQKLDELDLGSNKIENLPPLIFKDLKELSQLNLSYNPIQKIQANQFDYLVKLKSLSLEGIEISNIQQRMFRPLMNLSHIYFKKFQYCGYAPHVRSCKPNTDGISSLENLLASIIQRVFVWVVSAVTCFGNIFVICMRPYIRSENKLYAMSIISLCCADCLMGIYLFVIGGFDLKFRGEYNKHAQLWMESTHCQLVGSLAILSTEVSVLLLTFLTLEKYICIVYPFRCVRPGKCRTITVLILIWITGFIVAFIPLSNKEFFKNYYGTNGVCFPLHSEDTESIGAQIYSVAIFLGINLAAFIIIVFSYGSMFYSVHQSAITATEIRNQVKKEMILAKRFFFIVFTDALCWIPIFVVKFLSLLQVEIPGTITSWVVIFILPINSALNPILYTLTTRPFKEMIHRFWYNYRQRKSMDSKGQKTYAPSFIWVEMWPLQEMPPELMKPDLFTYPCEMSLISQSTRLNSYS
# Anesthetic bind: binds horse apoferritin like a general anesthetic | P02791 | apoferritin/1-aminoanthracene competitive binding, fluorescence | Potency, µM (titrated, usually from 77.5 µM), for the others: top-dose activity change, negative = displacement, actives largely listed as inhibitors | 350,000 tested, 0.074% active; note: potency is the fitted concentration of half-maximal effect; % is set by controls: 0 for no effect and ±100 for the full control effect; nearly all actives have a fitted effect of over 20% in size
# Target sequence (P02791 2-175 limits assumed): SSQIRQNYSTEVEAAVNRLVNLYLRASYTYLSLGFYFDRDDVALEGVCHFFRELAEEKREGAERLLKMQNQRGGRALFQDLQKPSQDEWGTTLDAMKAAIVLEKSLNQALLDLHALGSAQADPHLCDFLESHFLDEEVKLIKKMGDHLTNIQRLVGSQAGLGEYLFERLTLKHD
#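 Horse-spleen apoferritin (10 uM) in 50% saturated 1-aminoanthracene in PBS was incubated 10 min at room temperature with compound. Fluorescence (ex 380, em 535 nm) was normalized to free and bound 1-AMA, with concentration-response fitted by a four-parameter Hill equation.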
# D1 PAM: potentiators of human D1 dopamine receptor; potentiation, % at 10 µM; 360,000 tested, 0.036% active; P21728; HEK293 TREx D1 cells, calcium flux, dopamine EC20 potentiation; in the data active = potentiation above about 30%; note: 0% is about no effect
# RXFP1 ag: agonists of human relaxin receptor RXFP1 | Q9HBX9 | HEK293T-RXFP1 cAMP TR-FRET, 30 min; response scale: percent of porcine relaxin response, buffer zero | Potency, µM (top dose mostly 57.5 µM), inactives show at the highest dose activation, most hits filed as activators | 370,000 tested, 0.3% active | AID 2676; note: potency is the fitted concentration of half-maximal effect; % is set by controls: 0 for no effect and ±100 for the full control effect; nearly all actives have a fitted effect of over 60% in size; many of its hits are not listed in these tables
#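 Agonist response is measured as cAMP accumulation in an RXFP1-transfected HEK293T line under PDE4 inhibition. Values are scaled between buffer-only and 29 nM porcine relaxin, and EC50s come from standard Hill equation fits.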
# D1 agonist: human D1 receptor agonism. activation, % at 2 µM. 360,000 tested, 1% active. HEK293 T-REx D1 cells, calcium flux, agonist mode. AID 504660. P21728; in the data active = activation above about 30%; note: 0% is about no effect
#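 Inducible HEK293 T-REx D1 cells, force-coupled to calcium signalling, were plated at 4000 cells/well with tetracycline and held overnight at 30 C. After no-wash calcium dye loading, compound-evoked calcium rise over 180 s flagged agonists.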
# TRHR ag: agonists of human TRH receptor; activation, % at 2 µM; 360,000 tested, 0.18% active; AID 493084; TRHR cells, calcium flux fluo-8, FDSS agonist mode; P34981; in the data active = activation above about 30%; note: 0% is about no effect
#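 Steps: seed TRHR cells overnight; add fluo-8 no-wash Ca dye, RT 30 min–1.5 h; record 10 s baseline; pin-transfer compounds; monitor fluorescence 1 cycle/s for the agonist window. Calcium increases flag candidate agonists.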
# TRHR enhancer: allosterically enhances the human TRH receptor; TRHR cells, fluo-8 calcium fluorescence, EC20 TRH enhancement; enhancement, % at 2 µM; 360,000 tested, 0.66% active; in the data active = enhancement above about 30%; note: 0% is about no effect
#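 Enhancer read-out: after compound pinning and an initial kinetic agonist-mode read, an EC20 of TRH (10 nM final) was injected and fluo-8 calcium signal (Ex 480/Em 530) followed at 1 s/cycle for 100 cycles in TRHR-expressing cells.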
# D2 PAM: D2 dopamine receptor (human) potentiation | P14416 | HEK293 T-REx D2, calcium flux, EC20 dopamine potentiation | potentiation, % at 10 µM | 340,000 tested, 0.34% active;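 active = potentiation over 3 SD above the plate norm, cut at about 30% in these data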; note: 0% is about no effect
#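 Tetracycline-induced HEK293 T-REx cells force-coupled to calcium signalling expressed D2; compounds were pin-added after a 10 s baseline, read kinetically 180 s, then an EC20 dopamine challenge followed with a further 180 s calcium read.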
# Numbers without * were called inactive; ? = inconclusive; · = not tested or not shown; & = joins results of further samples; [ ] = another dose, or the depositor's remark. Unless noted, calls come from the whole dose curve; as a rule, active = well fitted curve in the direction sought with a large enough effect; inconclusive = small, poorly fitted or top-dose-only effect, or another doubt; inactive = no such curve, though single readings can be large; an effect the other way counts as inactive or inconclusive.
# Every second line gives: D1 antag, RXFP1 antagonist, Anesthetic bind, D1 PAM, RXFP1 ag, D1 agonist, TRHR ag, TRHR enhancer, D2 PAM
> CCOc1ccc(C(=O)Nc2ccc3c(c2)N(C(C)=O)CCC3)cc1OCC
 : 10.3, 0.9, ?, -0.1, 0.1%, 0.2, -0.5, -3.1, -5.7
> COc1ccccc1OCC(=O)NNC(=O)Nc1ccc(Cl)cc1
 : -3.6, -10.0, -11.1%, 2.9, 0.2%, -0.8, 0.6, -4.3, -7.6
> COc1ccc(NC(=O)CNC(=O)Cn2ccc3ccccc3c2=O)cc1OC
 : 1.0, ·, -1.9%, -0.5, 2.7%, 3.2, 0.6, 1.0, -3.3
> Cc1nnc(N(C)C(=O)c2ccc3c(c2)OCO3)s1
 : -4.4, -3.0, -4.2%, 0.1, 1.7%, 0.9, 0.9, -4.6, -7.0
> COc1ccc(CC(=O)Nc2cccc(C(=O)NN3C(=O)c4ccccc4C3=O)c2C)cc1
 : 3.9, ·, -5.1%, 2.0, 3.1%, 1.3, -0.4, 2.4, 8.4
> CC1Cc2ccccc2N1CC(=O)Nc1ccc(N2CCOCC2)cc1 (stereo not drawn)
 : 2.8, -4.9, -5.5%, 2.2, -1.9%, 0.3, 0.3, 0.1, 1.0
> COc1ccc(/C=C2\SC(=O)N(CCn3cnnn3)C2=O)cc1
 : 1.4, -8.5, -16.0%, -2.1, -0.7%, 4.1, 0.7, 1.5, ·
> C/C(=N\NC(=O)c1cc(C)oc1C)c1ccc2ccccc2c1
 : -42.3*, -9.4, -12.6%, -0.9, -2.5%, 4.4, -0.1, 2.5, 1.8
> Cc1cccc(NC(=O)CN2C(=O)S/C(=C\c3cc(C)n(C)c3C)C2=O)c1
 : -6.8, -7.6, -22.6%, -9.2, 3.0%, 1.0, -1.1, -1.8, -2.2
> CC1CCCCN1C(=O)c1cc(Cl)ccc1[N+](=O)[O-] (stereo not drawn)
 : 0.1, 14.3, 6.9%, -0.4, -0.6%, 2.1, 0.1, 0.6, -0.8
> Cn1c(=O)[nH]c(=O)c2c1nc(CN1CCN(c3ccccc3F)CC1)n2CCc1ccccc1
 : 10.0, -2.3, 0.3%, -7.1, 0.0%, 0.0, -1.4, -4.5, -14.7
> CC(=O)Nc1ccc(/C=C(\C#N)C(N)=O)cc1
 : -13.9, -8.8, -6.6%, -1.0, 1.3%, 2.9, -0.1, -1.8, 9.2
> CCC(C)NC(=O)[C@@H]1CSC2c3ccccc3C(=O)N21 (stereo partly drawn)
 : -5.6, 1.5, -6.8%, 2.4, 2.4%, 2.6, -0.3, 3.2, 7.2
> CCOc1ccc(NC(=O)CN(C)C(=O)c2cn(-c3ccccc3)nc2-c2cccs2)cc1OCC
 : -9.3, -1.9, -9.7%, -3.0, -0.2%, -0.6, -0.8, 0.9, -1.0
> COc1ccc2[nH]c(=O)c(CN(C(=O)c3cccc(Cl)c3)c3cccc(C)c3)cc2c1
 : -1.0, -16.9, -4.2%, 0.1, 23.4%, 0.3, -0.1, -5.8, 3.4
> O=C(CSc1nc(-c2ccccc2)cs1)NCc1ccco1
 : 11.8, 0.0, -3.4%, -6.9, 0.5%, 0.0, -1.4, -1.2, -4.7
> Cc1nc(CN(C)Cc2nc(Cc3ccccc3Cl)no2)cs1
 : -6.9, 2.3, -10.8%, 2.5, -0.7%, 1.1, 0.2, 0.8, 5.4
> COc1ccccc1Nc1nc(C)cc(C)c1C(N)=O
 : 7.0, -2.2, 2.6%, -0.8, 0.7%, 1.0, -0.2, -0.5, 3.2
> COc1ccc(NC(=O)c2cnc(N3CCCCC3)c3ccccc23)cc1Cl
 : -1.2, -27.6, 69.9%[activator], -4.5, 1.7%, 2.4, 0.3, -4.6, ·
> Cc1ccc(Nc2nc3ccccc3c(=O)[nH]2)cc1C
 : 6.6, 3.3, -4.4%, -2.6, 0.9%, 3.1, 1.2, -1.5, 7.3
> Cc1cc(C)cc(OCC(=O)OCC(=O)NC2CCCCCCC2)c1
 : 0.4, -4.5, ·, -0.7, 0.6%, -0.6, 1.0, 2.8, 0.9
> c1csc(-c2nn3c(Cn4cnc5ccccc54)nnc3s2)c1
 : 0.2, 8.8, -12.6%, 1.5, 4.9%, -1.8, -0.2, 0.0, 1.5
> O=C(NCc1ccccc1)c1nc2c(nnn2Cc2cccc(Cl)c2)c(=O)[nH]1
 : 2.0, -8.5, -5.3%, 17.4, 0.0%, 1.2, -0.1, 0.1, 4.8
> Cc1cc(C)c(S(=O)(=O)NCCc2cc3ccc(C)c(C)c3[nH]c2=O)c(C)c1
 : -0.3&-7.9, 6.1, -11.8%&-5.8%, -3.6&-4.2, 1.2%&10.9%, 1.8&4.7, 0.4&-0.6, 1.4&4.0, 1.5&5.4
> O=C1[C@H]2[C@@H](c3ccc(F)cc3)N3C(=O)N(c4ccccc4)C(=O)[C@@]3(Cc3ccccc3)[C@H]2C(=O)N1C1CCCCC1
 : 10.7, ·, ·, -2.1, -0.2%, 1.0, 0.6, 1.3, ·
> CC(C)Cc1nnc(NC(=O)CCC(=O)N2CCN(c3ccccc3)CC2)s1
 : 26.9, 1.7, -4.5%, -0.1, 0.3%, 1.3, 0.0, 5.1, 7.8
> CCN1CCN(CCNC(=O)c2ccc(CS(=O)(=O)c3c(Cl)cccc3Cl)o2)CC1
 : 3.8, 8.0, -10.3%, -0.5, 0.9%, 1.2, 0.2, 4.1, 12.3
> O=C(O)c1sccc1S(=O)(=O)c1ccccc1
 : -4.1, 1.0, -4.7%, -3.7, 1.3%, 2.1, 0.2, 22.7, -2.8
> CCc1nc(C)c(C#N)c2cc(OC)c(OC)cc12
 : -33.6*, -0.6, 20.0%, -6.2, 2.3%, -0.2, -0.6, 5.6, 0.2
> CCC(=O)N1CCc2cc(Br)cc(S(=O)(=O)N3CCCC(C(=O)N(C)c4ccc(Br)cc4)C3)c21 (stereo not drawn)
 : -14.8, ·, 67.1%[activator], -0.6, 0.9%, 2.5, -0.8, 16.2, 11.3

# A different layout for some results above.
compound | D1 antag | RXFP1 antagonist | Anesthetic bind | D1 PAM | RXFP1 ag | D1 agonist | TRHR ag | TRHR enhancer | D2 PAM
Cc1nc(CN(C)Cc2nc(Cc3ccccc3Cl)no2)cs1 | -6.9 | 2.3 | -10.8% | 2.5 | -0.7% | 1.1 | 0.2 | 0.8 | 5.4
COc1ccccc1Nc1nc(C)cc(C)c1C(N)=O | 7.0 | -2.2 | 2.6% | -0.8 | 0.7% | 1.0 | -0.2 | -0.5 | 3.2
COc1ccc(NC(=O)c2cnc(N3CCCCC3)c3ccccc23)cc1Cl | -1.2 | -27.6 | 69.9%[activator] | -4.5 | 1.7% | 2.4 | 0.3 | -4.6 | ·
Cc1ccc(Nc2nc3ccccc3c(=O)[nH]2)cc1C | 6.6 | 3.3 | -4.4% | -2.6 | 0.9% | 3.1 | 1.2 | -1.5 | 7.3
Cc1cc(C)cc(OCC(=O)OCC(=O)NC2CCCCCCC2)c1 | 0.4 | -4.5 | · | -0.7 | 0.6% | -0.6 | 1.0 | 2.8 | 0.9
c1csc(-c2nn3c(Cn4cnc5ccccc54)nnc3s2)c1 | 0.2 | 8.8 | -12.6% | 1.5 | 4.9% | -1.8 | -0.2 | 0.0 | 1.5
O=C(NCc1ccccc1)c1nc2c(nnn2Cc2cccc(Cl)c2)c(=O)[nH]1 | 2.0 | -8.5 | -5.3% | 17.4 | 0.0% | 1.2 | -0.1 | 0.1 | 4.8
Cc1cc(C)c(S(=O)(=O)NCCc2cc3ccc(C)c(C)c3[nH]c2=O)c(C)c1 | -0.3&-7.9 | 6.1 | -11.8%&-5.8% | -3.6&-4.2 | 1.2%&10.9% | 1.8&4.7 | 0.4&-0.6 | 1.4&4.0 | 1.5&5.4
O=C1[C@H]2[C@@H](c3ccc(F)cc3)N3C(=O)N(c4ccccc4)C(=O)[C@@]3(Cc3ccccc3)[C@H]2C(=O)N1C1CCCCC1 | 10.7 | · | · | -2.1 | -0.2% | 1.0 | 0.6 | 1.3 | ·
CC(C)Cc1nnc(NC(=O)CCC(=O)N2CCN(c3ccccc3)CC2)s1 | 26.9 | 1.7 | -4.5% | -0.1 | 0.3% | 1.3 | 0.0 | 5.1 | 7.8
CCN1CCN(CCNC(=O)c2ccc(CS(=O)(=O)c3c(Cl)cccc3Cl)o2)CC1 | 3.8 | 8.0 | -10.3% | -0.5 | 0.9% | 1.2 | 0.2 | 4.1 | 12.3

# Additional entries:
# Every second line gives: D1 antag, RXFP1 antagonist, Anesthetic bind, D1 PAM, RXFP1 ag, D1 agonist, TRHR ag, TRHR enhancer, D2 PAM
> O=C1C(NS(=O)(=O)c2cccs2)=C(N2CCN(Cc3ccccc3)CC2)C(=O)c2ccccc21
 : -3.0, -7.9, -14.0%, 3.8, -1.7%, 0.9, -0.2, 0.1, -23.2
> C=C(C)CSc1ncc(-c2cccc(C(F)(F)F)c2)cn1
 : 5.6, -17.3, ?, 8.8, 2.4%, 3.5, 0.5, -4.2, 3.1
> COc1cc(C(=O)Nc2cc(C)ccn2)ccc1OCC(=O)N1CCOCC1
 : -8.2, 1.9, -5.3%, -6.3, 0.0%, 4.2, 0.1, 2.1, -2.3
> O=C(Cn1c(-c2cncs2)nc2ccccc21)NCc1ccccc1
 : 2.2, -5.6, -5.4%, -0.8, 0.7%, 1.6, -0.5, 1.1, 6.6
> Cc1cccc(NC(=O)CN(C)S(=O)(=O)c2ccc(-c3ccc(=O)[nH]n3)s2)c1C
 : 12.5, 11.2, 2.6%, 2.1, 2.4%, 1.4, 1.4, -4.6, -14.2
> CCN(CC(=O)Nc1ccc(NC(C)=O)cc1)C(=O)C1(c2ccccc2)CC1
 : 19.7, -0.7, ·, ·, -0.6%, 3.0, 0.2, 0.3, 10.0
> COCc1cc(C)nc(OCC(=O)N/N=C/c2ccccc2O)c1C#N
 : 10.4, -10.4, -6.3%, 4.0, -2.4%, -3.0, 0.7, 5.7, -6.0
> CCOc1ccc(S(=O)(=O)NCCC(=O)NC2CCN(Cc3ccccc3)CC2)cc1
 : -7.6, -12.0, ·, -3.5, 0.2%, 0.4, -0.3, 2.7, -14.8
> COc1ccccc1-c1c(NC(=O)C(C)C)n(C)c2ccccc2c1=O
 : 3.6, -0.1, 11.8%, -2.7, 0.2%, 2.6, -0.4, -7.4, -2.3
> O=C(O)c1cc([N+](=O)[O-])c(Sc2nc3ccccc3[nH]2)c([N+](=O)[O-])c1
 : 9.3, 18.6, -2.4%, -2.4, 0.1%, 0.0, 0.6, -5.1, 3.5

# The list is partial; rates above refer to the full screens.
